Screens as filed in PubChem BioAssay.
ASM inhibitor: inhibitors of human secretory acid sphingomyelinase; P17405; placental ASM, HMU-PC fluorogenic substrate, 60 min; Potency, µM (top dose mostly 57.5 µM), for the others: top-dose activity change, negative = inhibition, actives largely listed as inhibitors; 340,000 compounds, 0.006% hits; AID 504937; also: potency is read from the fitted curve at half-maximal effect
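Fluorogenic HMU-PC substrate (9 uM final) is turned over by placental ASM in 60 min at 37 C after a 10 min compound preincubation. Reaction ended by alkaline stop (pH 10), with fluorescence read at 386/447 nm.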
a7 integrin act: activators of alpha7 integrin expression for muscular dystrophy | alpha7betagal myoblasts, beta-gal FDG fluorescence, 48 h | 350,000 compounds, 0.064% hits | Potency, µM (top dose mostly 38.3 µM), without a hit: at the top dose activation, actives largely listed as activators | AID 624291;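 also: potency is read from the fitted curve at half-maximal effect; 100% = response of the positive control SU9516; nearly all actives have a fitted effect of over 60% in size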
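Alpha7betagal+/- myoblasts (passage 13) were plated 16-24 hr, then exposed to compounds (1:260 dilution of DMSO stock) for 48 hours at 37C. After MPER lysis, β-galactosidase reporter activity was read as FDG fluorescence (ex 480/em 540) after 30 minutes.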
Coupling enz: inhibits coupling enzyme system, counter-screen for aldolase hits. activity change, negative = inhibition, % at 58.2 µM, hits read low. coupling enzyme system counterscreen, AmpLite Red fluorescence. 290,000 compounds, 0.67% hits. AID 2472; in the data active = activity change below about -30%; also: % is scaled to controls: 0 for no effect and ±100 for the full control effect
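Counterscreen lacking aldolase: glyceraldehyde-3-phosphate coupling-enzyme reagent preincubated 10 min at RT with compound (at 57.5 uM final), then substrate/coupling system with AmpLite Red added; fluorescence read at 525/598 nm after 20 min RT.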
MBNL1-CUG inh: inhibitors of human MBNL1 binding to CUG repeat RNA | Q9NR56 | TR-FRET MBNL1-His/biotin-(CUG)12 binding, 665/545 ratio | Potency, µM (doses to about 57.5 µM), without a hit: at the highest dose activity change, negative = inhibition, actives largely listed as inhibitors | 280,000 compounds, 0.036% hits | AID 2675; active = well fitted inhibition curve with a large enough effect in the signal ratio, with a control signal flat, not every such curve was filed as active; inconclusive = small, poorly fitted or top-dose-only effect, or effect the other way, or a change in a side signal; inactive = no such curve, though single readings can be large or run the other way; the % refers to the signal ratio; also: potency is read from the fitted curve at half-maximal effect; % is scaled to controls: 0 for no effect and ±100 for the full control effect
Target sequence (Q9NR56 whole entry, looked up): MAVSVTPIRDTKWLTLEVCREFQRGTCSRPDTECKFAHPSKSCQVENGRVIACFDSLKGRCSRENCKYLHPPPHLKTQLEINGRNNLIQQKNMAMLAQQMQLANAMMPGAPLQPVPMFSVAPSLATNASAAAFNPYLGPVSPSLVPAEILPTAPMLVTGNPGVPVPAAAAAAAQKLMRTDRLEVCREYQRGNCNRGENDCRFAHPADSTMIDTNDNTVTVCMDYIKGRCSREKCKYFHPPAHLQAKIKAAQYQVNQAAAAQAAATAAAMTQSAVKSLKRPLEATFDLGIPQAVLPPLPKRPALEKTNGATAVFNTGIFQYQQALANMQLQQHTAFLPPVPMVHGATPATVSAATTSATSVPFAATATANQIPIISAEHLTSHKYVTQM
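His-tagged MBNL1 binding to biotinylated (CUG)12 RNA was measured by TR-FRET using terbium anti-His antibody (0.055 ng/ul final) and streptavidin-XL665 (5 nM final). Compounds were titrated 92 nM to 58 uM; 60 min at room temperature.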
TRPV1 ag: activates the human vanilloid receptor TRPV1. Q8NER1. TRPV1-expressing cells, Fluo-8 calcium influx, agonist mode. activation, % at 8.33 µM. AID 540275. 320,000 compounds, 0.19% hits; in the data active = activation above about 80%; inconclusive = between about 30% and that limit; also: 0% is about no effect
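Fluo-8 calcium influx in TRPV1-expressing cells, kinetic read (ex 480/em 520 nm). Compound added and read 3 min for agonist activity, followed by capsaicin at EC20 final and 2 min further read for enhancement.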
GALK inh: blocks human galactokinase activity; Purified GALK, Kinase-Glo residual ATP luminescence; Potency, µM (titrated, usually from 57.5 µM), for inactives: top-dose activity change, negative = inhibition, actives largely listed as inhibitors; 270,000 compounds, 0.007% hits; AID 1868; also: potency is read from the fitted curve at half-maximal effect; % is scaled to controls: 0 for no effect and ±100 for the full control effect
Target sequence (P51570 whole entry, looked up): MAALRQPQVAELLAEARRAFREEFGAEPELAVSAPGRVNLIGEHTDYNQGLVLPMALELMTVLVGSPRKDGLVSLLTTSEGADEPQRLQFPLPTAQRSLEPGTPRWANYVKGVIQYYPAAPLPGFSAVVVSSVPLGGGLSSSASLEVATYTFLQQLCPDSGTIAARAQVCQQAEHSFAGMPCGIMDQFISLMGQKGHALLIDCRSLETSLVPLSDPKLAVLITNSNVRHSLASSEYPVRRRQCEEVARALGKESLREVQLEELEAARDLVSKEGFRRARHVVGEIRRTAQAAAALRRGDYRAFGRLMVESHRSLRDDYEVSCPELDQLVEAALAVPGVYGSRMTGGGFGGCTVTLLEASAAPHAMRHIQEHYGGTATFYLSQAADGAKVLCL
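Luminescence from leftover ATP (Ultra-Glo luciferase/luciferin) served as read-out after a 1 h room-temperature reaction of 5 nM GALK with 35 uM ATP and 100 uM galactose.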
MLL CXXC-DNA inh: blocks binding of human MLL CXXC domain to DNA; Q03164; MLL-CXXC / FITC-HOXA9 DNA fluorescence polarization; Potency, µM (titrated, usually from 115 µM), for inactives: at the highest dose activity change, negative = inhibition, usual class: inhibitors; 290,000 compounds, 0.037% hits; AID 2662; active = well fitted inhibition curve with a large enough effect in the polarisation, with a control signal flat, not every such curve was filed as active; inconclusive = small, poorly fitted or top-dose-only effect, or effect the other way, or a change in a side signal; inactive = no such curve, though single readings can be large or run the other way; the % refers to the polarisation; also: potency is read from the fitted curve at half-maximal effect
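Purified MLL-CXXC (added from a 7 uM solution) was preincubated 5 min at ambient with pinned compounds in 50 mM Tris-HCl pH 7.5, 50 mM NaCl, 1 mM DTT, 0.05% BSA. Fluorescein-labeled HOX-A9 DNA (50 nM solution) followed, 30 min, then polarization read.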
KCNH2 3.1 inh: blocks the human KCNH2 3.1 channel isoform. AID 720553. 340,000 compounds, 0.95% hits. U2OS KCNH2 3.1, thallium flux FluxOr; hits give low values. activity change, % (tested at about 1.8 µM);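 active = maximum activity change below -70%; inconclusive = maximum activity change from -70% to -50%; inactive = maximum activity change above -50%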;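 also: thallium influx rate constant from kinetic fluorescence after stimulation buffer; % is scaled to controls: 0 for no effect and ±100 for the full control effect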
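Normalized rate constant (relative to positive and negative DMSO controls) derived from a 2 min kinetic fluorescence read after stimulation; U2OS cells expressing the 3.1 isoform via virus at 1.77 x 10^8 /mL.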
AT treatment: potential ataxia-telangiectasia treatment. […] A-T fibroblasts, KAP-1 phosphorylation AlphaLISA; neocarzinostatin DNA damage 30 min before lysis. Potency, µM (series often up to 57.5 µM), for inactives: top-dose activation, most hits filed as activators. 320,000 compounds, 0.19% hits; also: potency is read from the fitted curve at half-maximal effect; % of control where 0% means no effect; nearly all actives have a fitted effect of over 45% in size
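hTERT-immortalized A-T patient fibroblasts ([…]), 500 cells/well in OPTI-MEM, 1% FBS, got compounds for 60 min, then NCS for 30 min at 37C. Lysates were then assayed for phospho-KAP-1 by AlphaLISA (anti-pKAP1 donor, anti-KAP1 acceptor beads), 6 hr at 25C.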
hERG WT inh: KCNH2 (human, wildtype) channel inhibition; 340,000 compounds, 0.37% hits; U2OS, BacMam KCNH2, thallium flux FluxOr; hits give low values; AID 720551; activity change, % at 1.84 µM;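 active = maximum activity change below -70%; inconclusive = maximum activity change between -70% and -50%; inactive = maximum activity change above -50%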; also: % is scaled to controls: 0 for no effect and ±100 for the full control effect
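U2OS cells were transduced with wild-type KCNH2 virus (2.03 x 10^8 / mL) for 4 h at room temperature, then cultured overnight at 37 C. Thallium flux was read with FluxOr dye. Rate constants were normalized to DMSO controls.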
* marks the source's active call; other numbers are inactive results; ? = inconclusive; nt = no result given; [ ] = dose if it differs, or a comment. Unless noted, calls follow the shape of the dose curve; as a rule, active = well fitted curve in the direction sought with a large enough effect; inconclusive = small, poorly fitted or top-dose-only effect, or another doubt; inactive = no such curve, though single readings can be large; an effect the other way counts as inactive or inconclusive.

SMILES,MBNL1-CUG inh,GALK inh,hERG WT inh,KCNH2 3.1 inh,Coupling enz,a7 integrin act,ASM inhibitor,MLL CXXC-DNA inh,AT treatment,TRPV1 ag
S=c1[nH]nc(-c2cccnc2)o1,35%[activator],18%,-1,10,2,3%,7%,3%,3%,0
O=C1CN(O)C=C2N=c3ccccc3=C2N1c1ccc([N+](=O)[O-])cc1,?,-2%,9,-24,1,2%,-5%,4%,0%,1
COc1ccccc1OCCCCCCN1CCOCC1,-1%,8%,19,13,0,15%,11%,-19%,4%,2
CCOc1ccc(NC(=O)NCCCSC2CCCCC2)cc1,1%,-3%,11,-8,3,19%,-2%,4%,3%,?
O=C(COC(=O)/C=C/c1cccc(Br)c1)NC1CCCC1,nt,nt,4,-6,nt,-9%,-4%,nt,31%,nt
CCN(CC)CCNc1nc2c(c(=O)[nH]c(=O)n2C)n1CC(O)COc1ccc(Cl)cc1Cl (stereo not given),-8%,5%,-22,-28,0,-16%,2%,8%,4%,1
CC(C)COc1cccc(C(=O)Nc2ccc(S(=O)(=O)N3CCOCC3)cc2)c1,-1%,-3%,-8,1,-2,10%,-15%,5%,-1%,?
COc1ccc(C(=O)C2CCCN(S(=O)(=O)N(C)C)C2)c(C)c1 (stereo not given),0%,-2%,-4,12,3,14%,1%,-1%,6%,4
COC(=O)CCN(C(=O)C1C2CC3CC(C2)CC1C3)c1ccccn1 (stereo not given),12%,9%,4,-43,1,-10%,2%,12%,2%,4
CCOc1ccccc1NC(=O)CN(c1ccc(C)cc1)S(=O)(=O)c1c(C)n[nH]c1C,-8%,0%,4,-29,0,16%,-3%,0%,nt,?
Cc1ccccc1Oc1nc2c(c(=O)n(C)c(=O)n2C)n1C,4%,-3%,-2,-1,0,5%,0%,6%,7%,-2
Cc1ccc(S(=O)(=O)N2CCCCC2)cc1NC(=O)CSc1ncccn1,nt,nt,-1,0,nt,18%,4%,nt,-4%,-2
Cc1ccc(N2C(=O)C3C4C=CC(CNC(=S)N5CCN(c6ccccc6)CC5)(O4)C3C2=O)cc1 (stereo not given),6%,-1%,-14,-8,-1,-1%,2%,1%,24%,16
O=C(O)c1ccc2c(=O)n3c(nc2c1)/C(=C/c1ccc(OC(F)F)cc1OC(F)F)CC3,13%,2%,10,15,2,-27%,261%,14%,2%,-3
CCC(C)[C@@H](NC(=O)OC(C)(C)C)c1nnc(S(=O)(=O)Cc2cccc(C)c2)o1 (stereo not given in full),-8%,-2%,0,-8,-3,-68%[inhibitor],-1%,-4%,-2%,20
Cc1ccc(S(=O)(=O)N2CCN(Cc3nc4sc5c(c4c(=O)[nH]3)CCCC5)CC2)cc1,0%,1%,5,-14,2,0%,-2%,4%,10%,-1
COc1ccccc1NC(=O)c1cc(-c2ccc(OC)c(OC)c2)nc2ccccc12,3%,0%,0,-10,5,27%,10%,27%,7%,-1
COCc1cc(=O)[nH]c(SCC(=O)N2CCOCC2)n1,-8%,-3%,1,-4,nt,0%,3%,2%,2%,1
CSCC(=O)NC1CCCc2c1cnn2-c1ccc(C)c(C)c1 (stereo not given),3%,0%,13,-11,0,31%,6%,-8%,-3%,17
COc1ccc(NC(=O)CSc2nncn2C)cc1OC,29%,2%,6,-17,2,7%,0%,-9%,nt,0

A draw from above in order of molar mass, falling:
SMILES,MBNL1-CUG inh,GALK inh,hERG WT inh,KCNH2 3.1 inh,Coupling enz,a7 integrin act,ASM inhibitor,MLL CXXC-DNA inh,AT treatment,TRPV1 ag
Cc1ccc(S(=O)(=O)N2CCCCC2)cc1NC(=O)CSc1ncccn1,nt,nt,-1,0,nt,18%,4%,nt,-4%,-2
COC(=O)CCN(C(=O)C1C2CC3CC(C2)CC1C3)c1ccccn1 (stereo not given),12%,9%,4,-43,1,-10%,2%,12%,2%,4
CCOc1ccc(NC(=O)NCCCSC2CCCCC2)cc1,1%,-3%,11,-8,3,19%,-2%,4%,3%,?
COc1ccc(NC(=O)CSc2nncn2C)cc1OC,29%,2%,6,-17,2,7%,0%,-9%,nt,0

Structural class: the compounds so far containing two or more sulfur atoms.
SMILES,MBNL1-CUG inh,GALK inh,hERG WT inh,KCNH2 3.1 inh,Coupling enz,a7 integrin act,ASM inhibitor,MLL CXXC-DNA inh,AT treatment,TRPV1 ag
Cc1ccc(S(=O)(=O)N2CCCCC2)cc1NC(=O)CSc1ncccn1,nt,nt,-1,0,nt,18%,4%,nt,-4%,-2
Cc1ccc(S(=O)(=O)N2CCN(Cc3nc4sc5c(c4c(=O)[nH]3)CCCC5)CC2)cc1,0%,1%,5,-14,2,0%,-2%,4%,10%,-1

Later entries
SMILES,MBNL1-CUG inh,GALK inh,hERG WT inh,KCNH2 3.1 inh,Coupling enz,a7 integrin act,ASM inhibitor,MLL CXXC-DNA inh,AT treatment,TRPV1 ag
COc1cccc(CN2C(=NC(=O)CCC3CCCC3)SC3CS(=O)(=O)CC32)c1 (stereo not given),-6%,-6%,-3,-2,nt,-51%[inhibitor],-2%,-6%,6%,2
CCSc1nc2ccccc2n1C(=O)/C=C\c1ccc(OC)c(OC)c1,-2%,-7%,16,0,-2,-24%,-11%,-1%,18µM*,1
CC1CN(S(=O)(=O)c2cccc(C(=O)NCCCn3ccnc3)c2)CC(C)O1 (stereo not given),2%,8%,-1,-8,2,-17%,2%,1%,nt,2
Cc1cc(/C([O-])=C(/C(=S)Nc2ccccc2)[n+]2ccccc2)c(C)n1-c1ccccc1,19%,0%,-13,0,-1,-29%,0%,6%,7%,-1
COc1ccc(S(=O)(=O)N2CCN(C(=O)Cc3ccsc3)CC2)cc1,nt,nt,1,-3,nt,-5%,0%,nt,4%,-2
Cc1ccc(S(=O)(=O)NCc2ccc(C(=O)NC3CC3)cc2)cc1,3%,nt,1,15,0,2%,3%,13%,-5%,0
COCCNc1oc(Cc2cccc3ccccc23)nc1C#N,6%,-7%,-13,-4,4,-31%,0%,-4%,14%,?
Cc1cccc(N2CCN(C(=O)c3cccc(N4CCCC4=O)c3)CC2)c1C,-2%,0%,3,-25,nt,-11%,1%,-1%,-3%,19
Cc1cccc(-c2nc(CSCC(=O)N3CCN(c4ccccn4)CC3)c(C)o2)c1,-4%,-1%,-5,3,-1,-41%[inhibitor],2%,-5%,1%,-1
COc1ccc2c(=O)c3c(=O)n(Cc4ccco4)c(-c4ccc(C)cc4)nc3oc2c1,0%,0%,3,2,2,-18%,-24%,-6%,-2%,0
Cc1ccc(C2c3[nH]c4ccccc4c3C[C@H]3C(=O)N(c4ccccc4C(=O)N4CCC[C@@H]4C(=O)O)C(=O)N23)cc1 (stereo not given in full),13%,nt,-9,-2,2,1%,5%,6%,5%,0
COc1ccc(-c2[nH]ncc2CN2CCN(c3ccccn3)CC2)c(OC)c1,1%,6%,1,-2,1,?,-2%,-7%,7%,-2
O=C(Cc1c(O)c2ccccc2[nH]c1=O)NCc1ccccc1F,-15%,3%,-4,-2,-3,7%,0%,15%,9%,-4
O=C(Cn1c(=O)oc2cc(S(=O)(=O)N3CCCC3)ccc21)NCc1ccc(F)cc1,1%,2%,6,-2,1,27%,-1%,11%,-3%,0
CCN(C[C@H]1N[C@@](Cc2ccccc2)(C(=O)OC)[C@H]2C(=O)N(C)C(=O)[C@@H]12)C(=O)COc1ccccc1,nt,nt,-1,-33,nt,9%,3%,nt,4%,nt
CCOc1cc(C(C(=O)NCC2CCCO2)N(C(=O)Cn2nnc3ccccc32)c2ccccc2OC)ccc1O (stereo not given),-6%,4%,4,4,-1,?,-3%,-7%,-5%,3
